FBA Mtb inh = inhibitors of M. tuberculosis fructose-bisphosphate aldolase | P9WQA3 | inhibition, % at 1 µM | purified M. tuberculosis FBA, fluorescence read-out | actives 2.3% (n = 360,000); in the data active = inhibition above about 27%;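 note: 0% = vehicle and 100% = reference inhibitor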
Target sequence (P9WQA3 whole entry, looked up): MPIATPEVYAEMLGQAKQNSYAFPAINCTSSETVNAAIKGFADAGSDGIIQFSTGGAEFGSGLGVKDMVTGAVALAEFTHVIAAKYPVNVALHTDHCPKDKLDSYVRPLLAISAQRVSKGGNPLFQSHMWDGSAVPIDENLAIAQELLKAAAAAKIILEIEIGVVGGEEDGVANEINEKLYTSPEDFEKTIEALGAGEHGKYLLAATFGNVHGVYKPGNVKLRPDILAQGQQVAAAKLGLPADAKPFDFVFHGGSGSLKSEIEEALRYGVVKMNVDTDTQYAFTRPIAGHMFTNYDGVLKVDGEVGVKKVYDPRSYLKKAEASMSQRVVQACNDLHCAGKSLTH
Mtb UGM inh = inhibitors of M. tuberculosis UDP-galactopyranose mutase. actives 0.06% (n = 320,000). purified UGM, fluorescence polarization probe displacement. inhibition, % at 10 µM; in the data active = inhibition above about 10%, passing the limit was not always enough; inconclusive = no clear call, values can overlap the other calls
Target sequence (P9WIQ1 whole entry, looked up): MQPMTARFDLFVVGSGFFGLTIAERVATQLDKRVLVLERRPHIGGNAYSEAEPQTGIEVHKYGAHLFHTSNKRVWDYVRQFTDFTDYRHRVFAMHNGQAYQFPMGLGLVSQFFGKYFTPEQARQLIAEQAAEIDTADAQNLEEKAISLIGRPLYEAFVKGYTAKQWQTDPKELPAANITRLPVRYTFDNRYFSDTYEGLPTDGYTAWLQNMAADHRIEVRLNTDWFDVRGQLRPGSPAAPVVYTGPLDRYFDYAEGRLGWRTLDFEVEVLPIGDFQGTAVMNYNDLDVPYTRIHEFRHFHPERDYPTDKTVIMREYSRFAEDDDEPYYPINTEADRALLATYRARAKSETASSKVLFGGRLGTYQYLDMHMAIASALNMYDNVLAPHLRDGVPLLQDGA
Mtb BioA inh = inhibitors of Mycobacterium tuberculosis BioA enzyme; purified M. tuberculosis BioA enzyme, plate reader; inhibition, % at 9.99 µM; actives 0.096% (n = 360,000); in the data active = inhibition above about 40%; inconclusive = no clear call, values can overlap the other calls
FadD28 binding = blocks FadD28 binding to the bisubstrate probe. fluorescence polarization. inhibition, % at 12.5 µM. actives 0.22% (n = 360,000); in the data active = inhibition above about 8.5%, passing the limit was not always enough; inconclusive = no clear call, values can overlap the other calls
BoNT-F LC inh = inhibitors of Botulinum neurotoxin F light chain protease. actives 0.22% (n = 360,000). Multiplex microsphere protease cleavage assay, flow cytometry. inhibition, % at 10 µM. AID 588497; in the data active = inhibition above about 35%, passing the limit was not always enough; inconclusive = no clear call, values can overlap the other calls; note: plate controls were buffer without enzyme for full effect and enzyme alone for no effect
VHR inh abs = DUSP3 (human) phosphatase inhibition; AID 1654; inhibition, % at 13.3 µM; P51452; recombinant VHR phosphatase, pNPP absorbance; actives 0.52% (n = 290,000); in the data active = inhibition above about 50%; note: some compounds called inactive have numbers as strong as hits
Target sequence (P51452 whole entry, looked up): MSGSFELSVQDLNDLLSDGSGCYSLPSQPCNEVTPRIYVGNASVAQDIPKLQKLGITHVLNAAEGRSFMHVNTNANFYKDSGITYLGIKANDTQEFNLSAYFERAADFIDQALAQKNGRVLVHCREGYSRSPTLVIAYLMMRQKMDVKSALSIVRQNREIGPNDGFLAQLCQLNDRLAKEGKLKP
CCHFV vOTU inh = blocks the CCHF virus ovarian tumor domain protease; inhibition, % at 11.5 µM; actives 0.55% (n = 370,000); CCHFV vOTU protease, Pep-AMC fluorescence; note: 0% = vehicle wells with enzyme and 100% = no enzyme wells
GDH-TPI counter = inhibits GDH-TPI coupling enzymes, artifact for Mtb FBA screen. GDH-TPI coupled enzyme counterscreen, NADH absorbance. inhibition, % at 4.8 µM. actives 1.2% (n = 360,000). AID 588335;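 note: 0% = DMSO wells and 100% = wells lacking the enzyme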
MazEF act = MazEF (E. coli) toxin RNase activation; activation, % at 20 µM; AID 504720; P0AE70; actives 0.32% (n = 350,000); FAM/BHQ RNA-DNA oligo cleavage fluorescence, 5 h; in the data active = activation above about 50%
Target sequence (P0AE70 whole entry, looked up): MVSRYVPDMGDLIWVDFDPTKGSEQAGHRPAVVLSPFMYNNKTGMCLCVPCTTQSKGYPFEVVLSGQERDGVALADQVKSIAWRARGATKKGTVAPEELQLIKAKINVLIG
Rv3671c protease = inhibits the M. tuberculosis serine protease Rv3671c | actives 0.048% (n = 320,000) | inhibition, % at 5.96 µM | AID 2606; in the data active = inhibition above about 38%;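 note: extracellular domain of Rv3671c used as enzyme; 0% = enzyme with DMSO and 100% = no enzyme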
Starred values were filed as active, the others as inactive; u = inconclusive; x = no result given; & = joins results of further samples. Cut-off read from the data, not from the text of the source, unless noted: active = inhibition above about 30%; inactive = the rest.

The opening four compounds as a preview:
| structure | FBA Mtb inh | Mtb UGM inh | Mtb BioA inh | FadD28 binding | BoNT-F LC inh | VHR inh abs | CCHFV vOTU inh | GDH-TPI counter | MazEF act | Rv3671c protease |
| --- | --- | --- | --- | --- | --- | --- | --- | --- | --- | --- |
| COc1cc(Cl)c(C)cc1NC(=O)CSCC#N | 5 | -3.6 | 0.3 | -3.2 | -6 | 27 | -1 | -4 | 0 | -14 |
| C=CCNC(=O)c1c(Br)cnn1-c1ccc(C)cc1 | -1 | -0.7 | x | -5.0 | -2 | 17 | 1 | 9 | 5 | 9 |
| COc1ccccc1NC(=O)COC(=O)CCC(=O)c1cccs1 | -2 | x | 0.1 | -3.4 | -4 | x | -5 | 0 | -5 | x |
| COc1ccc(S(=O)(=O)Nc2ccc3c(c2)C(=O)N([C@@H](C)CO)C[C@H](C)[C@H](CN(C)CC2CC2)O3)cc1 | -2 | -4.5 | -2.9&-1.4 | -3.7 | -4 | x | -6 | -9 | 7 | 0 |

Main list, from the start:
| structure | FBA Mtb inh | Mtb UGM inh | Mtb BioA inh | FadD28 binding | BoNT-F LC inh | VHR inh abs | CCHFV vOTU inh | GDH-TPI counter | MazEF act | Rv3671c protease |
| --- | --- | --- | --- | --- | --- | --- | --- | --- | --- | --- |
| COc1cc(Cl)c(C)cc1NC(=O)CSCC#N | 5 | -3.6 | 0.3 | -3.2 | -6 | 27 | -1 | -4 | 0 | -14 |
| C=CCNC(=O)c1c(Br)cnn1-c1ccc(C)cc1 | -1 | -0.7 | x | -5.0 | -2 | 17 | 1 | 9 | 5 | 9 |
| COc1ccccc1NC(=O)COC(=O)CCC(=O)c1cccs1 | -2 | x | 0.1 | -3.4 | -4 | x | -5 | 0 | -5 | x |
| COc1ccc(S(=O)(=O)Nc2ccc3c(c2)C(=O)N([C@@H](C)CO)C[C@H](C)[C@H](CN(C)CC2CC2)O3)cc1 | -2 | -4.5 | -2.9&-1.4 | -3.7 | -4 | x | -6 | -9 | 7 | 0 |
| CCOc1ccccc1NC(=O)CSc1nnc(Cc2ccc(OC)cc2)c(=O)n1N | -2 | 1.6 | 0.9 | -0.9 | u | x | -4 | 18 | 3 | 9 |
| CCOC(=O)N1CCN(S(=O)(=O)c2ccc(C(=O)N(CCCN(C)C)c3nc4ccc(CC)cc4s3)cc2)CC1 | -2 | -1.9 | -1.4 | -2.9 | -7 | 11 | 5 | 1 | 3 | -3 |
| CN(C)C(CNc1ccc(C(F)(F)F)cc1[N+](=O)[O-])c1ccccc1 (stereo not drawn) | -2 | -2.6 | -3.9 | -2.3 | 17 | -27 | 13 | -5 | -14 | -3 |
| Cc1ccc([C@@H]2[C@@H]3C(=O)N(C)C(=O)[C@@H]3[C@]3(Cc4ccccc4)C(=O)N(CCO)CC(=O)N23)o1 | 1 | -0.6 | -1.0 | -3.4 | -2 | -6 | 14 | 2 | 4 | -5 |
| COc1cc2cc(C(=O)N3CC(COS(C)(=O)=O)c4ccc(O)cc43)[nH]c2c(OC)c1OC (stereo not drawn) | -1 | x | x | 2.1 | -8 | x | x | 39* | 9 | x |
| NS(=O)(=O)c1ccc(NC(=S)Nc2ccc(F)c(F)c2)cc1 | -1 | 1.2 | x | -1.0 | -1 | -2 | -3 | 8 | 3 | 9 |
| O=C(O)C1CCCN1C(=O)Nc1ccc(F)cc1 (stereo not drawn) | 1 | 0.3 | -0.4 | -0.1 | 5 | -4 | 4 | -5 | -2 | 1 |
| CN(CC(O)COCc1cccs1)C1CCCCC1 (stereo not drawn) | 5 | 0.0 | 1.3 | -0.5 | 5 | 18 | 2 | -5 | 3 | 1 |
| CC(=O)Nc1ccc(-c2ccnc(-c3ccc(NC(C)=O)cc3)n2)cc1 | 1 | 4.0 | x | -0.9 | 0 | 11 | 16 | 7 | -2 | -7 |
| Brc1cnc(N2CCCC2)nc1N1CCCCC1 | 4 | -0.3 | 1.0 | 0.5 | -1 | 13 | 3 | 11 | -4 | -4 |
| CCOc1ccc2nc(SC3CC(=O)N(c4ccc(OC)cc4OC)C3=O)sc2c1 (stereo not drawn) | -2 | 2.4 | x | 1.2 | 0 | 23 | 0 | 5 | 0 | -6 |
| Cn1c(CCN2CCOCC2)nc2cc(NC(=O)COc3ccccc3)ccc21 | 4 | 1.3 | x | -0.6 | x | 7 | -1 | 6 | 1 | -2 |
| Cc1cc(C)n2nc(C(=O)OCC(=O)c3c[nH]c4ccccc34)nc2n1 | 2 | -1.3 | x | -2.2 | -3 | 19 | 8 | -5 | 6 | -12 |
| CC(CN1CCN(C/C=C/c2ccccc2)CC1)c1ccccc1 (stereo not drawn) | 0 | -0.7 | -2.8 | 0.0 | 20 | -20 | -5 | 5 | -3 | 0 |
| O=C(NCc1ccc(F)cc1)c1cc(C2CCCN(C(=O)c3ccc4ccccc4c3)C2)on1 (stereo not drawn) | -2 | x | -2.2 | -5.3 | 0 | x | 3 | -2 | x | x |
| COc1ccc(CN(CC(=O)NC2CCCC2)C(=O)c2csnn2)cc1 | -4 | -2.1 | -1.2 | 1.7 | -5 | -2 | 5 | -6 | 11 | 1 |
| CCN(CC)C(=O)c1cccc(C)c1 | -2 | -1.5 | -1.6 | -1.2 | 1 | x | 1 | 4 | 5 | 0 |
| CC1=C(C(=O)N(C(C)C)C(C)C)CC(CC(=O)NCC2CCCCC2)C(=O)N1Cc1ccccc1 (stereo not drawn) | 0 | x | 3.6 | -2.5 | -6 | x | 17 | x | x | x |
| CN(C)S(=O)(=O)c1cccc(N=c2scc(-c3ccc4c(c3)NC(=O)CO4)n2CC2CCCO2)c1 (stereo not drawn) | 3 | 2.7 | -1.4 | -1.5 | 2 | -23 | 4 | 7 | 1 | 4 |
| O=C(CNC(=O)OCc1ccccc1)NC1CCCCNC1=O (stereo not drawn) | 1 | -1.0 | 0.3 | -0.2 | -9 | 27 | 1 | 12 | 5 | -5 |
| O=C(Nc1ccccc1)c1ccc(=O)n(Cc2ccc(F)c(F)c2)c1 | -3 | 4.1 | 7.2 | -1.5 | -2 | 27 | 8 | -2 | 6 | 13 |
| O=C(CCc1ccc(S(=O)(=O)NCCc2ccccc2)cc1)NCc1ccco1 | 1 | 0.1 | 0.1 | -0.3 | -2 | 4 | 6 | 11 | 6 | -8 |
| CCN(CC)C(=O)c1cn(CCC#N)nc1-c1ccc(F)cc1 | 3 | -0.4 | -1.9 | 0.2 | -6 | 27 | -1 | 7 | 0 | -16 |
| COC(=O)[C@H](CC(C)C)NC(=O)NC1CCCc2ccccc21 (stereo partly drawn) | -1 | 0.1 | -2.6 | -1.1 | -9 | 8 | -8 | 7 | 11 | -1 |
| CCc1cc(=O)[nH]c(SC/C=C/c2ccccc2)n1 | -2 | 0.0 | -0.3 | -0.4 | -16 | 14 | x | 6 | 5 | -2 |
| N#Cc1c(N)c(C(=O)c2ccccc2)n2c1CCC2 | 3 | -1.5 | -1.6 | -0.5 | -5 | -4 | 14 | 4 | 9 | -9 |
| CCCc1cc(C(=O)Nc2ccc(C(=O)c3ccc(C)cc3)cc2)n(C)n1 | 4 | 0.4 | -0.7 | -3.3 | 8 | 19 | 13 | 8 | -11 | -33 |
| CCCCN1C(=O)C(CC(=O)NCc2ccco2)CC(C(=O)N(C(C)C)C(C)C)=C1C (stereo not drawn) | -1 | x | -0.6 | 0.3 | -5 | x | 4 | x | x | x |
| NC(CSC1(c2ccc(Cl)cc2)c2ccccc2-c2ccccc21)C(=O)O (stereo not drawn) | 4 | x | x | -2.2 | -4 | x | 14 | 4 | -22 | x |
| O=C(CN1C(=O)C2CC=CCC2C1=O)Nc1ccc(S(=O)(=O)Nc2nccs2)cc1 (stereo not drawn) | -6 | -4.7 | x | -1.3 | -6 | 9 | -9 | -5 | 5 | 11 |
| COc1ccc(S(=O)(=O)NC2(C(F)(F)F)NC(=O)N(CCc3ccccc3)C2=O)cc1 (stereo not drawn) | 2 | 0.7 | -1.5 | -3.9 | -4 | 2 | -3 | 4 | 8 | 9 |
| COc1ccc2cc(C(=O)C3CCCN(C(=O)c4ccnn4C)C3)ccc2c1 (stereo not drawn) | 155* | -1.4 | 2.6 | -5.2 | 4 | 0 | -124 | 9 | 6 | -4 |
| CCOC(=O)c1c(Nc2nc(C)c(C(=O)NC)s2)sc(C)c1C | 6 | -0.3 | x | -0.2 | -4 | -7 | 8 | 15 | 9 | -3 |
| Cn1c(O)c(C(=Nc2ccc(F)cc2)c2ccccc2)c(=O)n(C)c1=O | -1 | -1.3 | 0.1 | -1.3 | x | 28 | -9 | 27 | -11 | -21 |
| CCOC(=O)Cn1c(CN(C)Cc2ccccc2)nc2c1c(=O)n(C)c(=O)n2C | -2 | 0.2 | 5.9 | -4.2 | -16 | x | 4 | -3 | 2 | 4 |
| Cc1cccc(N2CCN(C(=O)c3cc(=O)[nH]c4ccccc34)CC2)c1C | -1 | -1.7 | x | -0.9 | -2 | 18 | 4 | 0 | -4 | 0 |
| CC1=C(C(=O)OCC(C)C)[C@]23C(=O)c4ccccc4[C@@]2(O1)OC(N)=C3C#N | 0 | 3.1 | 27 | -4.5 | 0 | 12 | -15 | 2 | 7 | 2 |
| CC(C)c1ccccc1OCC(=O)N1CCCCCCC1 | 0 | -0.7 | 1.1 | -1.7 | u | -2 | -4 | -10 | -5 | -3 |
| CCOc1ccc(NC(=O)CSc2nnnn2-c2ccc(C(N)=O)cc2)cc1 | -2 | -2.9 | -1.1 | -2.9 | -13 | -20 | 3 | -5 | -7 | -9 |
| COc1cccc(NS(=O)(=O)c2ccc3c(c2)NC(=O)C(C)S3)c1 (stereo not drawn) | -5 | 2.1 | x | -3.5 | 0 | 18 | 10 | -2 | 3 | -6 |
| CCN(CC)C(=O)c1ccc(NC(=O)CNC(C)c2cccc3ccccc23)cc1 (stereo not drawn) | -6 | -4.9 | 1.1 | -5.1 | 32 | 8 | -3 | 0 | 9 | 6 |
| CCOC(=O)C1=CSC2=NS(=O)(=O)CCN12 | -2 | -2.0 | -0.3 | -1.9 | -3 | 21 | 2 | -6 | 5 | 8 |
| Cn1c(SCC(=O)Nc2cccc(F)c2)nc2c(c1=O)SCC2 | -5 | -0.9 | 3.6 | -2.3 | 4 | -2 | -2 | 10 | 2 | -8 |
| C=CCNCCOc1cccc(Br)c1 | 3 | -1.0 | -0.1 | -1.2 | -6 | 2 | -1 | 11 | -3 | -7 |
| CN(c1ccccc1)S(=O)(=O)c1cccc(C(=O)NC2CCCCC2)c1 | -1 | -2.2 | -1.1 | -1.9 | -2 | x | 2 | -1 | -5 | 2 |
| CCOc1ccc(NC(=O)CN2C(=O)C3CC=CCC3C2=O)cc1 (stereo not drawn) | 1 | 0.0 | 1.1 | -2.2 | 9 | 11 | -5 | -4 | 7 | -18 |

(further entries)
| structure | FBA Mtb inh | Mtb UGM inh | Mtb BioA inh | FadD28 binding | BoNT-F LC inh | VHR inh abs | CCHFV vOTU inh | GDH-TPI counter | MazEF act | Rv3671c protease |
| --- | --- | --- | --- | --- | --- | --- | --- | --- | --- | --- |
| CCOC(=O)c1cc(-c2ccc(Cl)cc2)nc2c1c(C)nn2CCC#N | 6 | 0.3 | x | -2.4 | -1 | 21 | -6 | 16 | 2 | 0 |
| CCc1nnc(NC(=O)c2ccc(S(=O)(=O)N3CCCCC3C)cc2)s1 (stereo not drawn) | -1 | 0.6 | 1.2 | -1.5 | -11 | -8 | 8 | -1 | -2 | 1 |
| COc1ccc(-n2c(C)cc(C(=O)Cn3nc(C(=O)O)c4ccccc4c3=O)c2C)cc1 | 1 | -1.2 | x | -2.8 | -6 | -3 | 10 | 6 | -11 | -21 |
| NNC(=O)c1cccc(COc2cccc(Br)c2)c1 | -1 | -2.1 | 1.3 | -2.3 | 0 | 29 | -7 | 16 | -5 | -9 |
| COc1cccc(OC)c1C(=O)NC(C)C12CC3CC(CC(C3)C1)C2 (stereo not drawn) | 2 | 0.6 | -3.6 | -2.3 | 35* | 11 | 11 | -2 | -9 | -1 |
| Cc1ccc2nc(NC(=O)c3ccco3)sc2c1 | 1 | 1.1 | x | -3.1 | 5 | 18 | 8 | 7 | 4 | -4 |
| CO/C([O-])=N/c1c[n+](-c2ccc(Cl)cc2)no1 | -1 | -1.6 | -2.1 | -3.4 | 7 | 33 | 2 | 1 | 3 | -2 |
| CCOc1cc(N2CCOCC2)c(OCC)cc1NC(=O)COc1cccc(CC)c1 | -2 | -0.5 | -1.2 | -3.0 | -2 | x | 11 | -14 | -1 | 1 |
